Screening results: PubChem BioAssay, National Center for Advancing Translational Sciences (NCATS)
ALOX12 inh – inhibitors of human 12S-lipoxygenase ALOX12; purified 12hLO, xylenol orange hydroperoxide absorbance; 1.1% of 580,000 active; AID 1671190; Potency, µM (doses to about 108 µM), inactives show top-dose activity change, negative = inhibition, actives largely listed as inhibitors; note: potency is the fitted concentration of half-maximal effect; % is set by controls: 0 for no effect and ±100 for the full control effect
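Purified human 12hLO (150 nM final) in 25 mM Hepes, 0.01% Triton X-100, pH 7.0 was preincubated 15 min at room temperature with compound. Then 40 uM arachidonic acid was added, 30 min. Hydroperoxide was read by Fe-XO absorbance ratio 573/405 nm.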
GLS inh – glutaminase GLS (human) inhibition. O94925. GLS enzymatic activity, qHTS titration. Potency, µM (highest dose often 45.5 µM), inactives show at the top dose activity change, negative = inhibition, hits mostly inhibitors. 0.21% of 410,000 active. AID 624170; note: potency is the fitted concentration of half-maximal effect; % is set by controls: 0 for no effect and ±100 for the full control effect
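Two-point fluorescence kinetic (t0, 30 min RT) for hKGA; glutamate detected via glutamate oxidase–HRP–Amplex Red. Substrate: 1 mM L-glutamine solution; buffer 45 mM KH2PO4, pH 8.2.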
G9a block – inhibitors of human histone lysine methyltransferase G9a | Q96KQ7 | G9a H3K9 monomethylation, AlphaScreen, 2 h | Potency, µM (series often up to 102 µM), for inactives: at the top dose activity, negative = inhibition, hits mostly inhibitors | 8.8% of 350,000 active | AID 504332; note: potency is the fitted concentration of half-maximal effect; % is set by controls: 0 for no effect and ±100 for the full control effect; nearly all actives have a fitted effect of over 75% in size
Target sequence (Q96KQ7 913-1193 limits assumed): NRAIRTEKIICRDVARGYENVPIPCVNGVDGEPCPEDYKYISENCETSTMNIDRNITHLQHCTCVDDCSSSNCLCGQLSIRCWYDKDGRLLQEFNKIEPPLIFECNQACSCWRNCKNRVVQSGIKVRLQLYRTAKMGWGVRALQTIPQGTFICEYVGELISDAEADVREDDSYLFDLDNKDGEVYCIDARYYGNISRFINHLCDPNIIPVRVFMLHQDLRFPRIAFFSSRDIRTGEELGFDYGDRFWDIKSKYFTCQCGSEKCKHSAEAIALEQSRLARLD
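Enzyme 20 nM + cpd, 15 min RT; add b-H3K9 pep 500 nM / SAM 20 uM; 2 h RT; anti-H3K9me1 Ab 0.5 ug/mL + SA donor / anti-rabbit acceptor beads 20 ug/mL each, 10 min; AlphaScreen read.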
HP1b binding inh – blocks HP1-beta chromodomain binding to methylated histone tails. P83916. AlphaScreen HP1-beta / biotin-H3K9me3 peptide binding. 0.56% of 390,000 active. Potency, µM (titrated, usually from 114 µM), for inactives: top-dose activity change, negative = inhibition, actives largely listed as inhibitors; note: potency is the fitted concentration of half-maximal effect; nearly all actives have a fitted effect of over 70% in size; inactives centre near 23
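HP1-beta protein (50 nM final) preincubated 30 min at room temperature with biotinylated H3(1-18)K9me3 peptide (50 nM) in PBS pH 7.4, 0.01% Tween-20, then compound added for 30 min. AlphaScreen streptavidin donor/nickel chelate acceptor beads (10 ug/mL final), 30 min dark, luminescence read.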
RGS4 inhibitor – human RGS4 inhibition; AID 504845; P49798; Transcreener GDP fluorescence polarization, RGS4-accelerated GTP hydrolysis; 0.039% of 390,000 active; Potency, µM (doses to about 114 µM), for inactives: top-dose activity change, negative = inhibition, most hits filed as inhibitors; note: potency is the fitted concentration of half-maximal effect; % is set by controls: 0 for no effect and ±100 for the full control effect; nearly all actives have a fitted effect of over 75% in size; some results filed as inactive show a strong effect at the top dose
Target sequence (P49798 whole entry, looked up): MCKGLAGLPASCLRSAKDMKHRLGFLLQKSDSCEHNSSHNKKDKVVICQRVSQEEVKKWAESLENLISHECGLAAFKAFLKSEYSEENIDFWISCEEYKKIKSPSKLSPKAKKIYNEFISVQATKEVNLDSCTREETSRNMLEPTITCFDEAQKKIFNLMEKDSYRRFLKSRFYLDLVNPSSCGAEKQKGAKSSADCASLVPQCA
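MLSMR compounds (23 nl, pin-transferred) preincubated 10 min at room temperature with a 500nM (2x) first reagent, then RGS4 at 900nM (2x) plus Transcreener GDP mix added; fluorescence polarization (620/688 nm) read before and after 90 min at 30 °C.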
PI4K2A inh – blocks human PI4K2A kinase activity; purified PI4K2A, ADP-Glo luminescence, 1 h; hits give low values; activity change, negative = inhibition, % at 76.9 µM; 0.13% of 420,000 active; AID 1346378; in the data active = activity change below about -50%; inconclusive = mostly about -30% to -49%;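 note: -100% = wells without enzyme as full effect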
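Compounds are screened against recombinant PI4K2A using PI as substrate and ATP, the latter dispensed at 300 microM. Reactions run one hour at ambient temperature before ADP-Glo detection; full inhibition defined by wells lacking enzyme.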
BAZ2B inh – BAZ2B (human) inhibition; Q9UIF8; AlphaScreen BAZ2B-H3K14Ac peptide displacement; Potency, µM (titrated, usually from 114 µM), for the others: at the highest dose activity change, negative = inhibition, most hits filed as inhibitors; 4.4% of 360,000 active; note: potency is the fitted concentration of half-maximal effect; % is set by controls: 0 for no effect and ±100 for the full control effect; nearly all actives have a fitted effect of over 60% in size
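In this displacement format the biotinylated H3(5-23) peptide acetylated at Lys14 serves as ligand at 50 nM, with BAZ2B at 50 nM in PBS pH 7.4 containing 0.01% Tween-20. Donor and acceptor beads are 10 ug/mL final.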
JMJD2A Tudor inh – JMJD2A Tudor domain (human) inhibition; O75164; AlphaScreen JMJD2A-Tudor / H3K4me3 peptide binding; Potency, µM (doses to about 114 µM), inactives show at the highest dose activity change, negative = inhibition, usual class: inhibitors; 4.4% of 390,000 active; AID 504339; note: potency is the fitted concentration of half-maximal effect; % is set by controls: 0 for no effect and ±100 for the full control effect; nearly all actives have a fitted effect of over 50% in size
ERG Ets-DNA blk – blocks human ERG Ets domain binding to DNA; fluorescence polarization, His-ERG Ets domain / labelled DNA; Potency, µM (doses to about 76.9 µM), for inactives: at the top dose FP activity, negative = inhibition, actives largely listed as inhibitors; 0.028% of 370,000 active; AID 624246; active = well fitted inhibition curve with a large enough effect in the polarisation, with a control signal flat; inconclusive = small, poorly fitted or top-dose-only effect, or effect the other way, or a change in a side signal; inactive = no such curve, though single readings can be large or run the other way; the % refers to the polarisation;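 note: polarization taken with two DNA probes labelled with fluorescein and Texas red; potency is the fitted concentration of half-maximal effect; % of control where 0% means no effect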
Target sequence (P11308 whole entry, looked up, the tested form may be a part): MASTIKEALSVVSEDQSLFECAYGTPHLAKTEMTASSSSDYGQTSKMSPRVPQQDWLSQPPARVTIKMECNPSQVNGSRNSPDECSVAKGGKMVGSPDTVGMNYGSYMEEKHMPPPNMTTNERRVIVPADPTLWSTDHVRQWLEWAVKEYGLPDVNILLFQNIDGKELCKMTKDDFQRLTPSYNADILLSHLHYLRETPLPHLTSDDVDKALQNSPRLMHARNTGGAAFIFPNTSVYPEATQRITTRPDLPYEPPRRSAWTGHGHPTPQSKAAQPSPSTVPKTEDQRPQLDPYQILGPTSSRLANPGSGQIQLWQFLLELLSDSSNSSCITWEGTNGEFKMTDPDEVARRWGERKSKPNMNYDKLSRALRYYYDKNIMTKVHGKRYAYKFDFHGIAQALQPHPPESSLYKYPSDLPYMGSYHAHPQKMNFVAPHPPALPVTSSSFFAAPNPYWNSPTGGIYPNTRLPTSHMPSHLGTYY
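His-tagged ERG Ets domain (1 uM in the protein solution; 300mM KCl, 50mM Tris-HCl, 1mM EDTA, 1mM DTT, pH 7.5) received compound, then a probe mix of 5 nM fluorescein-DNA and 100nM Texas-615-DNA. Fluorescence polarization was read for both dyes.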
The depositor's hits bear a star; ? = inconclusive; nt = no result given; & = joins results of further samples; ! = not confirmed by another sample; [ ] = remark or other dose. Unless noted, calls come from the whole dose curve; as a rule, active = well fitted curve in the direction sought with a large enough effect; inconclusive = small, poorly fitted or top-dose-only effect, or another doubt; inactive = no such curve, though single readings can be large; an effect the other way counts as inactive or inconclusive.

SMILES	ALOX12 inh	GLS inh	G9a block	HP1b binding inh	RGS4 inhibitor	PI4K2A inh	BAZ2B inh	JMJD2A Tudor inh	ERG Ets-DNA blk
COc1cccc(OC)c1C(=O)OCC(=O)NC(=O)NCc1ccccc1	-5%	3%	7%	33%	-24%	-2	4%	2%	2%
Cc1cc(Nc2cccc(Cl)c2)nc2ccc(NC(=O)Cc3c(F)cccc3Cl)cc12	-7%	1%	-5%[59 µM]	24%	4%	-16	5%	-12%	0%
Cc1cc(=O)n2nc(N3CCC(C(=O)Nc4ccc(Br)cc4F)CC3)sc2n1	2%	-15%	22%[59 µM]	12%	6%	0	-1%	-17%	-2%
Cc1ccc(C2CC(c3cccs3)=NN2C(=O)CSC2=NCCS2)cc1 (stereo not drawn)	-57%	0%	nt	21%	41%	-1	-22%	-10%	0%
COc1cccc(NC(=O)c2ccc(-c3ccc([N+](=O)[O-])cc3)o2)c1	-18%	-16%	?	19%	-33%	1	-22%	-21%	9%
S=C(NCc1ccccc1)NC1CCSc2ccccc21 (stereo not drawn)	?	4%	nt	-3%	-32%	-1	-7%	-7%	-9%
Cc1ccc(C(=O)Nc2c(C)n(C)n(-c3ccccc3)c2=O)cc1S(=O)(=O)N1CCCCC1	?	10%	nt	23%	-18%	-1	nt	-18%	nt
COc1ccc2[nH]c3c(NCCCOC(C)C)ncnc3c2c1	-24%	-15%	0%[12.7 µM]	14%[57 µM]	0%	?	-10%	-7%	9%
COC(=O)CN(n1cnnc1)S(=O)(=O)c1ccccc1Cl	0%	-15%	-41%[59 µM]	5%	-40%[56.9 µM]	0	3%	-12%[57.1 µM]	1%
CCCOc1ccccc1C(=O)Nc1ccc(S(=O)(=O)N2CCN(C)CC2)cc1	-10%	2%	-9%	19%	-8%	2	-30%	-23%	4%
COc1cccc(CNC(=O)CCc2c(C)nc3c4c(C)cc(C)nc4nn3c2C)c1	-10%	-14%	-1%[59 µM]	13%	19%	-14	-4%	-12%	-8%
COc1ccc(-c2cn3c(C)c(C(=O)N4CCCc5ccccc54)sc3n2)cc1	-2%	-5%	nt	-15%	-23%	4	nt	?	-6%

Pulled by compound from above (3):
SMILES	ALOX12 inh	GLS inh	G9a block	HP1b binding inh	RGS4 inhibitor	PI4K2A inh	BAZ2B inh	JMJD2A Tudor inh	ERG Ets-DNA blk
COc1cccc(CNC(=O)CCc2c(C)nc3c4c(C)cc(C)nc4nn3c2C)c1	-10%	-14%	-1%[59 µM]	13%	19%	-14	-4%	-12%	-8%
Cc1ccc(C2CC(c3cccs3)=NN2C(=O)CSC2=NCCS2)cc1 (stereo not drawn)	-57%	0%	nt	21%	41%	-1	-22%	-10%	0%
COc1cccc(NC(=O)c2ccc(-c3ccc([N+](=O)[O-])cc3)o2)c1	-18%	-16%	?	19%	-33%	1	-22%	-21%	9%

The listing picks up, starting 3 compounds before the break.
SMILES	ALOX12 inh	GLS inh	G9a block	HP1b binding inh	RGS4 inhibitor	PI4K2A inh	BAZ2B inh	JMJD2A Tudor inh	ERG Ets-DNA blk
CCCOc1ccccc1C(=O)Nc1ccc(S(=O)(=O)N2CCN(C)CC2)cc1	-10%	2%	-9%	19%	-8%	2	-30%	-23%	4%
COc1cccc(CNC(=O)CCc2c(C)nc3c4c(C)cc(C)nc4nn3c2C)c1	-10%	-14%	-1%[59 µM]	13%	19%	-14	-4%	-12%	-8%
COc1ccc(-c2cn3c(C)c(C(=O)N4CCCc5ccccc54)sc3n2)cc1	-2%	-5%	nt	-15%	-23%	4	nt	?	-6%
COc1ccc(NC(=O)CCC(=O)c2cccs2)cc1S(=O)(=O)Nc1ccccc1Cl	-11%	12%	-50%[59 µM]	13%	-2%	-1	-24%	-23%[57.1 µM]	10%
Cc1nc(C(=O)NNC(=O)c2ccc(Cl)cc2)c(C(F)(F)F)o1	180%[activator]	0%	-127%[59 µM]	36%[activator]	-7%	1	-2%	?	-5%
Cc1ccccc1N1CCN(C2CCCN(C(=O)c3snnc3C)C2)CC1 (stereo not drawn)	?	0%	26%	38%	1%	-5	-5%	-8%	2%
CCOC(=O)c1sc(NC(=O)CS(=O)(=O)c2ccc(C)cc2)nc1C	-61%	8%	-11%	21%	-10%	-6	3%	-2%	7%
CCOc1ccccc1C(=O)NCC(=O)OCC(=O)c1c(N)n(C)c(=O)n(C)c1=O	-10%	-1%	nt	23%	10%	3	nt	-11%	4%
COC(=O)c1cc2ccsc2n1Cc1nc(-c2cccc(Cl)c2)oc1C	7%	1%	9%	44%[activator]	-7%	0	4%	-4%	-2%
COc1ccc(CNC(=O)CN(C)Cc2ccc(SC)cc2)cc1	-4%	-1%	?	27%	-40%	1	-10%	1%	14%
O=C(CNc1cccc([N+](=O)[O-])c1)N1CCN(S(=O)(=O)c2ccc(Cl)cc2)CC1	15%	-4%	-33%	23%	52%	2	5%	-9%	12%
CCc1ccc(NC(=O)C2CCCN(S(=O)(=O)c3ccc4[nH]c(=O)ccc4c3)C2)cc1 (stereo not drawn)	-4%&-15%	-13%&8%	8%	17%&39%	-3%&6%	4&4	-11%&-36%	-14%&-4%	3%&-1%
CC1CCN(S(=O)(=O)c2ccc(NC(=O)Cn3nnc(-c4ccccc4F)n3)cc2)CC1	-13%	-8%	-3%[59 µM]	9%	14%	-1	nt	-20%	nt
Cc1ccc(Nc2nnc(SCn3nnc4ccccc4c3=O)s2)cc1	-23%	-2%	-10%[59 µM]	4%	?	-2	-7%	-20%	1%
O=C(CSc1nnc(-c2ccccc2Cl)o1)N1CCCC1	0%	8%	4%	-3%	-2%	6	6%	-4%	7%
Cc1cc(N2CCN(c3cccc(C(F)(F)F)c3)CC2)n2nc(-c3ccccc3C)nc2n1	-23%	-3%	-4%[59 µM]	14%	-3%	7	-18%	-23%	-1%
O=S(=O)(Nc1nccs1)c1cnc(Cl)c(Br)c1	3%	-8%	4%[59 µM]	22%	-9%	3	0%	-16%	8%
COc1ccc(S(=O)(=O)N(C)CC(=O)Nc2ccccc2OC)cc1	-14%	?	10%[59 µM]	18%	4%	1	1%	-11%	-5%
C/C(CC(=O)Nc1ccc(N(C)C)cc1)=N\NC(=O)c1ccc([N+](=O)[O-])cc1	8%	-1%	nt	4%	?	-1	?	?	-7%
Cc1ccc(OCC(=O)N2CCN(S(C)(=O)=O)CC2)cc1	9%	6%	nt	35%	13%	1	-16%	-15%	-2%
O=c1cc(O)c2sc3nc(C(F)(F)F)c4c(c3c2[nH]1)CCCCC4	-6%	10%	-37%	33%[activator]	-3%	1	nt	-3%	0%
CN(C)CCn1c(=S)[nH]c2ccccc2c1=O	?	7%	?	?	24%	-4	-1%	50µM*	15%
O=C(O)c1cc(-c2ccco2)nc2ccc(Br)cc12	16µM*!	7.9µM*!	3.5µM*	56µM*!	?	-15&-9	11%	13µM*!	11%&-14%
COc1ccccc1NC(=O)Cn1c(=O)n(Cc2cccs2)c(=O)c2cccnc21	-5%	-10%	15%[59 µM]	54%[activator]	-7%	-1	2%	-2%	-1%
CCOC(=O)c1ccc(-n2c(CCC(=O)O)ccc2-c2ccccc2)cc1	?	10%&5%	?	3%&13%	-31%&-23%	-1&2	?	?	-3%&0%
CCOC(=O)/C=C/S(=O)(=O)c1ccc(NC(C)=O)cc1	0%	-10%	25µM*	-1%	?	13	16%	-23%	11%
O=C(Nc1nnc(SCc2ccccc2F)s1)C1=COCCO1	?	6%	-2%	39%	-27%	0	-3%	-17%	-2%
Cc1nn(CC(=O)N(C)c2c(N)n(Cc3ccccc3)c(=O)[nH]c2=O)c(C)c1[N+](=O)[O-]	-1%	9%	10%[12.7 µM]	15%	-12%	2	-3%	-2%	nt
COc1cc(OC)cc(-c2c(-c3ccc(F)cc3)c3cc(-c4ccc(SC)cc4)ccc3n2C)c1	-11%	-3%	nt	23%	6%	2	nt	-30%	-3%
CSc1ccc(C2N=C(c3ccccc3)NO2)cc1 (stereo not drawn)	nt	-4%	?	-17%	9%	-2	-16%	-7%	16%

This is a subset; the hit share may differ from the screen's.
